# Bioassay records as filed in PubChem.
# hcDAF12 agonist: activates DAF-12 receptor from parasite H. contortus; HEK293 hcDAF-12 lit1-tk-luc reporter, luminescence; 0% DMSO, 100% Δ7-dafachronic acid; activation, % at 6.8 µM; 370,000 compounds, 1.4% hits;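 active = activation above the mean of all tested compounds plus 3 SD, cut at about 5.5% in these data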;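 also: 100% = response to 3 µM Δ7-dafachronic acid high control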
# DAX1 inh-1: NR0B1 (DAX1) inhibition. inhibition, % at 6.75 µM. AID 504766. 340,000 compounds, 0.99% hits. P51843. HEK293 Gal4-DAX1 luciferase reporter, luminescence;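 active = inhibition above the mean over all tested compounds plus 3 SD, cut at about 4.2% in these data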;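 also: 0% = DAX1-transfected cells with DMSO and 100% = empty-vector control cells with DMSO; inhibition shows as a rise in luminescence from relieved DAX1 repression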
# Target sequence (P51843 207-470 limits assumed): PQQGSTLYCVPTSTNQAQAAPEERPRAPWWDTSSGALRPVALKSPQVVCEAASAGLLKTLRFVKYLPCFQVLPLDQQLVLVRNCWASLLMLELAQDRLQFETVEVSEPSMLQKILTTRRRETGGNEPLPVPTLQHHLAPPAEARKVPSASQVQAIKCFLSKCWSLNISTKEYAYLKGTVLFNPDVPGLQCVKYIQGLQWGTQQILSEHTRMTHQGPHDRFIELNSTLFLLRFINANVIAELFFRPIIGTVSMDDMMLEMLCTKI
# PG9 Ab binder: PG9 antibody binding by small molecule; TR-FRET gp120-PG9 antibody binding; inhibition, % at 6.7 µM; 360,000 compounds, 0.43% hits; AID 624416; in the data active = inhibition above about 8.5%
# PLCb3 inh: PLC-beta3 (human) inhibition, primary screen; 370,000 compounds, 0.18% hits; AID 720704; Q01970; inhibition, % at 12.2 µM; Purified PLC-beta3, fluorogenic substrate, fluorescence; in the data active = inhibition above about 11%;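 also: 0% = median of compound wells on plate and 100% = full blocker control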
# sPLA2-III inh: Inhibits HGIII-sPLA2 liposome hydrolysis, primary screen; inhibition, % at 12.2 µM; Q9NZ20; QFRET BODIPY PC-A2 liposome hydrolysis, fluorescence; 370,000 compounds, 0.56% hits; AID 743126;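 active = inhibition above mean plus 3 SD of compounds lying within the high and low control bounds, cut at about 19% in these data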;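 also: 0% = median of test compound wells and 100% = no enzyme DMSO wells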
# Target sequence (Q9NZ20 whole entry, looked up): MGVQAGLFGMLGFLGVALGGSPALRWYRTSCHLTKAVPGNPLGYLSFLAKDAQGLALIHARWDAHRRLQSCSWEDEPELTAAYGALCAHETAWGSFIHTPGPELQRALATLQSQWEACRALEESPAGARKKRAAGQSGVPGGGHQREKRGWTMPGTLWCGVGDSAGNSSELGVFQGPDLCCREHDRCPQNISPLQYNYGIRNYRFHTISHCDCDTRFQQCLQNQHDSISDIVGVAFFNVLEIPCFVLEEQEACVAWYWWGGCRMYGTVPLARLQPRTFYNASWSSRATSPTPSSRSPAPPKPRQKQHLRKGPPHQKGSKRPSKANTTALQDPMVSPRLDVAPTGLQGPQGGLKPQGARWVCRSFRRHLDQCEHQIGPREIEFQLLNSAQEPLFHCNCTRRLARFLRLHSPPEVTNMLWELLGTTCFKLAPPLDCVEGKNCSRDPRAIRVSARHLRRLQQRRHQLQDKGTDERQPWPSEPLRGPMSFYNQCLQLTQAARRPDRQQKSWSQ
# FXN GAA850 act: frataxin GAA850 promoter activation. HEK293 lucGAA850 FXN promoter luciferase reporter, 24 h; percent of 10 µM SAHA response. activation, % at 6 µM. 360,000 compounds, 0.56% hits;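 active = activation above the average of all compounds screened plus 3 SD, cutoff fixed separately per campaign, cut at about 7.5% in these data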;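 also: 0% = DMSO wells and 100% = 10 µM SAHA wells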
# SMARCA2 activ: activators of SMARCA2 function. 370,000 compounds, 1% hits. activation, % at 9.1 µM. MG213 cells, MMTV-luciferase reporter, dexamethasone, overnight; in the data active = activation above about 7.8%;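 also: 0% = vehicle wells and 100% = reference activator wells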
# ssDAF12 agonist: activates DAF-12 receptor from parasite S. stercoralis. HEK293 ssDAF-12/GRIP1 lit1-tk-luc reporter, luminescence; % of 3 µM dafachronic acid response. activation, % at 6.8 µM. 370,000 compounds, 1% hits. AID 652126;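 active = activation above the mean over all tested compounds plus 3 SD, cut at about 0.9% in these data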;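 also: 0% = DMSO-only wells and 100% = 3 µM delta7-dafachronic acid wells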
# DAX1 inh-2: inhibitors of DAX1 repression of SF-1 activated StAR promoter | HEK293T StAR-luciferase reporter, SF-1/DAX-1 repression relief | 370,000 compounds, 1.1% hits | inhibition, % at 6.8 µM | AID 652010;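 active = inhibition above the mean over all tested compounds plus 3 SD, cut at about 3.6% in these data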;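 also: 0% = DAX-1 cells with DMSO and 100% = cells lacking DAX-1 with DMSO; higher inhibition means more luminescence from relief of DAX-1 repression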
# hgDAF-12 ag: hgDAF-12 agonism, primary luciferase screen; HEK293 GAL4-hgDAF12 UAS-luciferase reporter, agonist luminescence; normalized to butyrate control; activation, % at 6.8 µM; 370,000 compounds, 1.8% hits; AID 687014;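 active = activation above a cutoff set at the mean of all screened compounds plus 3 SD, cut at about 10% in these data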;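 also: 0% = DMSO wells and 100% = sodium butyrate wells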
# Rev-erbA mod: Rev-erb alpha (human) modulation; Rev-erbα–FITC-DNA binding, fluorescence polarization, 90 min; P20393; activity, % at 10 µM; 370,000 compounds, 0.79% hits;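 active = activity above about 14%, limit read from the data; passing the limit was not always enough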;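 also: 0% = DMSO wells with 35 nM protein and 100% = DMSO wells with 750 nM protein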
# Numbers without * were called inactive; · = no result given; & = joins results of further samples. Hits appear at their usual frequency. Share with any hit: about 7%.
SMILES,hcDAF12 agonist,DAX1 inh-1,PG9 Ab binder,PLCb3 inh,sPLA2-III inh,FXN GAA850 act,SMARCA2 activ,ssDAF12 agonist,DAX1 inh-2,hgDAF-12 ag,Rev-erbA mod
Cc1ccc(Cn2ccc(NC(=O)c3cc(-c4ccco4)on3)n2)cc1,-2.2,-1.5,-3.9,-9,-9,-0.6,1,-2.2,0.0,2.0,-4
Cc1ccc2nc(NC(=O)C3CCN(S(=O)(=O)c4cccnc4)CC3)sc2c1,-2.3,-1.3,0.0,0,-25,-0.5,-3,-1.9,-1.8,-4.7,-1
COc1cccc(CN(C)C(=O)c2ccc(S(=O)(=O)Nc3ccccc3F)cc2)c1OC,-1.4,0.6,1.5,-1,-4,0.1,-2,-1.3,-0.7,-0.4,0
CCc1ccc(NC(=O)N2CCN(c3ccccc3)CC2)cc1,-1.8,0.4,-2.0,0,1,1.4,1,-1.8,0.2,3.5,0
Cc1cccc(-c2nc(C#N)c(N3CCCCC3)o2)c1,1.7,1.3,0.1,-11,-1,4.5,2,-0.3,0.2,2.7,-6
CCOc1cc2[nH]c(=S)n(CCC(=O)N3CCc4ccccc4C3)c(=O)c2cc1OCC,0.4,0.8,0.6,1,4,-0.5,2,-1.7,0.3,0.1,59*
O=C(NCCCN1CCOCC1)c1cc(-c2cccs2)on1,3.6,2.7,-1.1,5,6,20*,2,0.5,-1.0,24*,-3
CCn1c(SCC(=O)OC)nc2cc(S(=O)(=O)N3CCOCC3)ccc21,-1.2,0.0,-0.6,0,0,0.0,-1,-0.8,0.5,-0.2,0
CCN(CC(=O)Nc1c(F)cccc1F)C(=O)c1cc(S(=O)(=O)N(CC)CC)ccc1N1CCCCC1,-0.4,2.0,-1.2,-3,2,-2.9,3,-1.0,0.2,1.9,1
CN1CCN(S(=O)(=O)c2ccc(Cl)s2)CC1,-1.1,1.0,-1.6,-8,6,-0.9,-2,-1.2,-1.5,2.1,1
CC(=O)Nc1ccc(S(=O)(=O)CCC#N)cc1,0.8,-0.8,-0.6,4,6,-0.5,-4,-0.4,0.2,-0.4,2
COc1ccccc1C(O)(c1ccccc1)C(CN1CCOCC1)c1ccccc1 (stereo not given),-2.4,0.7,-0.2,3,0,-1.8,3,-2.1,-1.4,1.3,1
CCOc1ccc(C(=O)NNC2CC(=O)N(CCc3ccccc3)C2=O)cc1OC (stereo not given),-3.2,-1.1,-2.2,-5,-9,-1.3,3,-1.3,-0.2,0.3,4
CCn1c(C)csc1=NC(=O)c1ccccc1O,6.3*,-0.5,-1.7,-374,0,2.6,12*,0.0,1.1,9.9,-1
Cc1nc(-c2ccccc2)sc1C1(C)CC(c2ccccc2F)=NO1 (stereo not given),-0.5,0.9,2.2,-1,0,2.7,1,-1.2,0.6,-0.2,-6
COc1ccc(CNCCCO)cc1OC,1.3,0.6,-0.6,4,-4,-0.2,-1,-0.9,1.2,-1.1,1
Nc1nc(CSc2nc3ccccc3[nH]2)nc(N2CCOCC2)n1,-1.0,-0.3,0.5,-1,-5,-1.8,1,-1.2,0.4,2.1,3
CC1=NN(C(=O)c2ccccc2Cl)C(O)(c2cccnc2)C1 (stereo not given),0.3,-0.3,-1.6,0,15,0.5,-7,-0.3,-1.0,3.0,0
C[C@@H](NC(=O)c1nc[nH]c1C(=O)N[C@H](C)c1ccccc1)c1ccccc1,-1.6,-0.4,-2.1,0,-10,-1.0,-1,-1.2,0.5,-2.5,7
COc1ccc(C(CNC(=O)c2cc(S(=O)(=O)N3CCN(c4ccccc4)CC3)ccc2Cl)N(C)C)cc1 (stereo not given),-3.2,-0.8,-1.3,1,-14,-4.6,-1,-1.5,-3.0,-3.6,6
CCN(CC(=O)Nc1c(F)cccc1F)C(=O)CSc1ccc(F)cc1,-1.5,-0.2,-0.8,-1,0,-0.1,1,-1.2,1.2,0.2,0
COc1ccc(NC(=O)c2csc(Cc3ccc(Cl)cc3)n2)cc1,0.1,-0.1,-1.3,-5,9,2.6,-4,-0.5,-1.1,-1.6,-4
COC(=O)[C@]12C[C@H](CC(=O)NCC34CC5CC(CC(C5)C3)C4)C(=O)N(Cc3ccccc3)C1=C[C@H](COCc1ccccc1)O[C@@H]2C,-2.5,·,·,0,-19,·,3,-1.6,1.0,0.2,-4
C/C(=N\Nc1ccc(Cl)c(C(=O)O)c1)c1ccc[nH]1,6.4*,-1.1,-13,-14,-1,1.3,1,0.2,3.0,5.0,-4
CCCCOC(=O)Cn1c(=N)n(CCC)c2ccccc21,-2.1,-0.2,-0.7,4,8,0.8,0,-0.8,0.3,-2.1,3

# Some of these compounds in order of length of the SMILES, rising.
SMILES,hcDAF12 agonist,DAX1 inh-1,PG9 Ab binder,PLCb3 inh,sPLA2-III inh,FXN GAA850 act,SMARCA2 activ,ssDAF12 agonist,DAX1 inh-2,hgDAF-12 ag,Rev-erbA mod
CCn1c(C)csc1=NC(=O)c1ccccc1O,6.3*,-0.5,-1.7,-374,0,2.6,12*,0.0,1.1,9.9,-1
CN1CCN(S(=O)(=O)c2ccc(Cl)s2)CC1,-1.1,1.0,-1.6,-8,6,-0.9,-2,-1.2,-1.5,2.1,1
O=C(NCCCN1CCOCC1)c1cc(-c2cccs2)on1,3.6,2.7,-1.1,5,6,20*,2,0.5,-1.0,24*,-3
CCN(CC(=O)Nc1c(F)cccc1F)C(=O)CSc1ccc(F)cc1,-1.5,-0.2,-0.8,-1,0,-0.1,1,-1.2,1.2,0.2,0
CCOc1cc2[nH]c(=S)n(CCC(=O)N3CCc4ccccc4C3)c(=O)c2cc1OCC,0.4,0.8,0.6,1,4,-0.5,2,-1.7,0.3,0.1,59*
COC(=O)[C@]12C[C@H](CC(=O)NCC34CC5CC(CC(C5)C3)C4)C(=O)N(Cc3ccccc3)C1=C[C@H](COCc1ccccc1)O[C@@H]2C,-2.5,·,·,0,-19,·,3,-1.6,1.0,0.2,-4

# Next records follow:
SMILES,hcDAF12 agonist,DAX1 inh-1,PG9 Ab binder,PLCb3 inh,sPLA2-III inh,FXN GAA850 act,SMARCA2 activ,ssDAF12 agonist,DAX1 inh-2,hgDAF-12 ag,Rev-erbA mod
COc1ccc(CNC(=O)CCS(=O)(=O)c2ccc3nc(C)sc3c2)cc1,-0.9,·,0.3,1,17,0.3,-4,-1.4,0.6,-0.5,-2
O=C(COC(=O)c1n[nH]c2ccccc12)NC(=O)NCc1ccco1,0.4,-0.5,-0.4,-5,-41,-0.5,-3,-1.2,-1.0,0.5,2
CC(C)CC(=O)Nc1ccc(C(=O)Cn2c(=O)oc3ccccc32)cc1,-0.4,-0.3,1.0,-3,-8,1.1,0,-0.5,-0.2,-2.7,-2
COCCOc1cc(Nc2nnc(C(F)(F)F)s2)c(Cl)cc1Cl,-2.0,0.4,0.1,-4,-23,-1.3,-4,-1.5,-1.6,-0.2,0
Cc1ccc(C)c(C(=O)COC(=O)c2cc([N+](=O)[O-])ccc2NCCO)c1,-1.6,-1.2,1.7,5,-19,1.6,-3,-1.4,-0.3,-4.8,2
Cc1cccc(NS(=O)(=O)c2cccs2)n1,1.1,-0.1,1.2,-10,5,-1.0,1,-1.6,0.2,-2.0,-1
O=C(C1CCN(S(=O)(=O)c2cnc[nH]2)CC1)N(CCc1ccccc1)Cc1ccccc1,-0.5,2.3,1.0,-7,-39,0.0,-3,-1.9,0.2,-1.6,-3
CSCCC(NC(=O)c1ccco1)C(=O)OCC(=O)N(Cc1ccccc1)C(C)(C)C (stereo not given),-0.8,0.3,0.1,3,3,-1.0,-1,-0.6,-0.4,-0.8,-2
COc1ccccc1C(=O)Nc1nc(-c2ccc(S(=O)(=O)N3CCOCC3)cc2)cs1,-6.8,-5.4,0.7,-26,-4,-14,-7,-3.2,-4.3,-14,43*
Oc1ccccc1,-2.5,·,-0.5,-2,5,·,-3,-1.7,-0.3,0.0,-3&4
C#CC(C)(CC)NC(=O)c1cc(OC)c(OC)c(OC)c1 (stereo not given),-1.9,1.9,0.2,1,3,0.4,-2,-1.3,0.1,0.9,0
Cc1ccc(C(C)(C)C)cc1S(=O)(=O)N1CC(=O)Nc2ccccc21,-0.6,1.4,2.2,-17,-1,0.5,0,-0.3,-0.1,-0.5,-3
O=C1c2cccc3cc(Br)cc(c23)C(=O)N1Nc1ccccc1,-1.3,-0.2,4.2,-41,11,4.3,-5,-1.2,-1.4,-3.1,2
CSc1nc(NCc2ccccc2)c2c3c(sc2n1)CN(C)CC3,0.6,-0.4,-1.7,-177,-22,-0.8,0,-0.6,-0.4,6.0,0
CC1CCCN(CC(O)COC(c2ccccc2)c2ccccc2)C1 (stereo not given),-0.8,-0.5,-3.7,3,-6,-0.5,-3,-1.0,0.6,-0.9,-1
O=S(=O)(NCCCCCNS(=O)(=O)c1c(F)cccc1F)c1ccc2c(c1)OCCO2,-1.9,0.5,2.0,0,-24,-2.1,0,-0.5,-0.1,1.0,4
CCC(c1nnnn1Cc1ccco1)N(Cc1cc2cc(C)cc(C)c2[nH]c1=O)CC1CCCO1 (stereo not given),-1.6,0.2,-2.9,-96,-12,2.4,0,-0.9,0.3,0.0,1
CCCc1nc2ccccc2[nH]1,1.6,1.4,-0.5,2,-1,-0.8,-1,-0.5,0.2,0.3,-6
Cc1cc(C(=O)N2CCc3ccccc3C2)on1,-1.4,0.0,-2.6,3,1,-0.1,3,-1.3,0.6,0.4,-3
COc1cc2cc(CN(Cc3cccs3)C(=S)Nc3ccccc3)c(=O)[nH]c2cc1OC,0.8,-0.2,-0.9,-13,10,1.8,-1,-1.7,-1.3,1.3,-1
CCc1ccc(OCC(=O)Nc2ccc(-c3nc4ccccc4o3)c(O)c2)cc1,-0.1,0.6,0.3,-49,4,0.5,0,-1.5,0.2,0.2,0
CCOC(=O)c1nn(-c2ccc(F)cc2)c(=O)cc1OCC(=O)Nc1cccc(C)c1,0.3,-0.2,11*,-3,3,0.0,2,-0.4,2.6,0.9,101*
COC(=O)N/N=C/c1cn(Cc2ccccc2Cl)c2ccccc12,-3.8,-1.2,-2.0,1,-9,0.7,4,-1.3,-1.0,-2.2,0
CC(C)C(=O)N1CCC1(C)C(=O)Nc1cccc(Oc2ccccc2)c1 (stereo not given),-0.2,·,-0.1,-1,-8,1.4,-4,-1.6,-1.0,2.9,3
O=S(=O)(NCc1ccc2c(c1)OCO2)c1cccc(F)c1,-1.6,0.7,-0.1,-5,-6,-0.3,-2,-1.3,-0.3,1.6,10
CC(C(=O)O)n1nnc2ccccc21 (stereo not given),0.4,-0.7,-2.3,-2,3,2.3,-1,-1.5,0.5,4.0,1
COc1ccc2cc(S(=O)(=O)N3CCOCC3)ccc2c1,-0.3,-1.2,-1.2,0,2,-1.1,1,-1.1,0.6,1.3,5
CSc1ccc(CN2CCC2(C)C(=O)NCc2cccc(C(F)(F)F)c2)cc1 (stereo not given),-0.1,·,-0.5,0,-9,1.7,-5,-1.3,-1.0,0.0,1
